B2AR arrestin: recruits beta-arrestin to the human beta2-adrenergic receptor; 330,000 compounds, 0.02% hits; Potency, µM (highest dose often 46.1 µM), without a hit: at the highest dose activation, most hits filed as activators; beta-arrestin recruitment to beta2AR, cell-based reporter;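 note: potency is the fitted concentration of half-maximal effect; 0% = DMSO controls and full agonism = EC100 isoproterenol or metaproterenol; nearly all actives have a fitted effect of over 65% in size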
Target sequence (P07550 whole entry, looked up): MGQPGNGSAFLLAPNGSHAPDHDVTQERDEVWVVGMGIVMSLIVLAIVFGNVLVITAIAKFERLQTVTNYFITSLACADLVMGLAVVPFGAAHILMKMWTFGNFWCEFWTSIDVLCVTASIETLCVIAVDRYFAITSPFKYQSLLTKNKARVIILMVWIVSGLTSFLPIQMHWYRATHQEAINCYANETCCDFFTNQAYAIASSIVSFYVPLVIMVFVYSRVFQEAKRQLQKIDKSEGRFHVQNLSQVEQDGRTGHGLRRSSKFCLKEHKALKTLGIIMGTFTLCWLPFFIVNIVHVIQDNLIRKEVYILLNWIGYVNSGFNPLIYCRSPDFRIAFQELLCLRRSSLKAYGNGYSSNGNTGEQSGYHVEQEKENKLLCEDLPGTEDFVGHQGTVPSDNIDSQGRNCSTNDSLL
p53 reactivator: re-activators of mutant p53; H1299 p53-A138V BP100-luciferase reporter, luminescence, 24 h; Potency, µM (top dose mostly 92.2 µM), inactives show at the highest dose activity change, positive = activation, usual class: activators; 320,000 compounds, 0.063% hits; note: potency is the fitted concentration of half-maximal effect; % of control where 0% means no effect; nearly all actives have a fitted effect of over 45% in size
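p53-null H1299 cells stably carrying temperature-sensitive p53-A138V and a BP100-luciferase reporter were pinned with compounds (4-point, 1:5 series) and held 24 hrs at 37 deg C. Luminescence was read 10 min after detection reagent.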
PTAP TSG101 blk: blocks PTAP/TSG101 interaction to inhibit HIV-1 budding; Fluorescence polarization, FITC-PTAP peptide / Tsg101 binding; Potency, µM (highest dose often 115 µM), for inactives: at the top dose activity change, negative = inhibition, usual class: inhibitors; 340,000 tested, under 10 active; Q99816; active = well fitted inhibition curve with a large enough effect in the main read-out, with a control signal flat, not every such curve was filed as active; inconclusive = small, poorly fitted or top-dose-only effect, or effect the other way, or a change in a side signal; inactive = no such curve, though single readings can be large or run the other way; note: potency is the fitted concentration of half-maximal effect; % of control where 0% means no effect
Target sequence (Q99816 whole entry, looked up): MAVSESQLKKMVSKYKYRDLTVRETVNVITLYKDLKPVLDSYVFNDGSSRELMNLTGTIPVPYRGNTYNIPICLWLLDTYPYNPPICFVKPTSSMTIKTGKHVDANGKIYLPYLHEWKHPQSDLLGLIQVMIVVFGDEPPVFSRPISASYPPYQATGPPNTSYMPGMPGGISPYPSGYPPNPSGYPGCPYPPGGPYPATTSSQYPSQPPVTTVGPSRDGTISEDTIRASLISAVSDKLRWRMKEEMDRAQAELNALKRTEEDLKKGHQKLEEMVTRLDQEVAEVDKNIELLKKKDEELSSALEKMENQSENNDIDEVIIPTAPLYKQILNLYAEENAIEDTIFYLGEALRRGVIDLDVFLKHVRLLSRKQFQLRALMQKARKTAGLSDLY
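Steps: Tsg101 binding domain dispensed (10 uM final), compounds pinned in DMSO, FITC-labeled PTAP-motif peptide added (50 nM final); after 20 min binding at room temperature, polarization measured.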
Integrin act MD: integrin-mediated muscular dystrophy alleviation activation; alpha7betagal myoblasts, beta-gal FDG fluorescence, 48 h; Potency, µM (highest dose often 38.3 µM), for the others: at the highest dose activation, actives largely listed as activators; 350,000 compounds, 0.064% hits; AID 624291;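 note: potency is the fitted concentration of half-maximal effect; 100% = response of the positive control SU9516; nearly all actives have a fitted effect of over 60% in size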
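alpha7betagal+/- myoblasts (passage 13, 250/well) treated 48 h at 37C with compounds at 1:260 dilution of DMSO stock. Lysed, then beta-galactosidase activity read as FDG fluorescence (ex 480/em 540) after 30 min, with pre-read for autofluorescence.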
AT treatment: potential ataxia-telangiectasia treatments restoring KAP-1 phosphorylation; […] A-T fibroblasts, KAP-1 phosphorylation AlphaLISA; neocarzinostatin DNA damage 30 min before lysis; Potency, µM (series often up to 57.5 µM), inactives show top-dose activation, hits mostly activators; 320,000 compounds, 0.19% hits; AID 485349; note: potency is the fitted concentration of half-maximal effect; % of control where 0% means no effect; nearly all actives have a fitted effect of over 45% in size
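hTERT-immortalized A-T patient fibroblasts ([…]), 500 cells/well in OPTI-MEM, 1% FBS, got compounds for 60 min, then NCS for 30 min at 37C. Lysates were then assayed for phospho-KAP-1 by AlphaLISA (anti-pKAP1 donor, anti-KAP1 acceptor beads), 6 hr at 25C.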
BRCA1 expr act: increases BRCA1 expression; AID 624202; Potency, µM (series often up to 46.1 µM), without a hit: top-dose activation, actives largely listed as activators; MCF7-BRCA1-FFLuc reporter, luminescence, 48 h; response scale: scaled: vehicle 0%, 10 µM genistein 100%; 380,000 compounds, 1.1% hits; note: potency is the fitted concentration of half-maximal effect; nearly all actives have a fitted effect of over 80% in size; some results filed as inactive show a strong effect at the top dose
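MCF7 cells carrying a BRCA1-firefly luciferase reporter (2000 cells/well, phenol-red free MEM) were attached for 2 h at 37 °C, then given compounds for 48 h. Luminescence was read 15 min after luciferase reagent; activity normalized to genistein (10 microM) and DMSO.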
TCR activator: T cell receptor activation | primary human leukocytes, anti-CD3, IL-2 HTRF, 48 h | Potency, µM (highest dose often 9.22 µM), for inactives: at the highest dose activation of IL-2 secretion, usual class: activators | 330,000 tested, under 10 active | AID 504894; note: % of control where 0% means no effect
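IL-2 release read by HTRF sandwich (Eu cryptate donor, d2 acceptor, 665 nm emission) after 48 hr exposure of primary human leukocytes to compound together with anti-CD3 beads in the absence of co-stimulatory signals.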
ELG1 repair inh: ELG1-dependent DNA repair inhibition | HEK293T ELG1-luciferase reporter, luminescence, 16 h; DNA damage induced by 5-fluorouridine | Potency, µM (top dose mostly 46.1 µM), without a hit: top-dose activity change, negative = inhibition, most hits filed as inhibitors | 330,000 compounds, 2.3% hits | AID 504467; note: potency is the fitted concentration of half-maximal effect; % is set by controls: 0 for no effect and ±100 for the full control effect; nearly all actives have a fitted effect of over 55% in size
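5-Fluorouridine DNA damage + compound/DMSO, 2,000 cells/well, 16 h, 37 °C/5% CO2. ONE-Glo, 30 min RT, luminescence. Readout = decrease in reporter signal.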
TRPV1 ag: agonists of human vanilloid receptor 1 (TRPV1) | TRPV1-expressing cells, Fluo-8 calcium influx, agonist mode | activation, % at 8.33 µM | 320,000 compounds, 0.19% hits; in the data active = activation above about 80%; inconclusive = between about 30% and that limit; note: 0% is about no effect
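TRPV1-expressing cells were cultured overnight at 35.5C and loaded with Fluo-8 calcium dye for 40 to 90 min at room temperature. After a 10 s baseline, compound was added and calcium influx was read kinetically for 3 min (ex 480/em 520 nm).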
CXXC DNA block: inhibitors of human MLL CXXC domain-DNA interaction; MLL-CXXC / FITC-HOXA9 DNA fluorescence polarization; Potency, µM (titrated, usually from 115 µM), inactives show at the highest dose activity change, negative = inhibition, actives largely listed as inhibitors; 290,000 compounds, 0.037% hits; active = well fitted inhibition curve with a large enough effect in the polarisation, with a control signal flat, not every such curve was filed as active; inconclusive = small, poorly fitted or top-dose-only effect, or effect the other way, or a change in a side signal; inactive = no such curve, though single readings can be large or run the other way; the % refers to the polarisation; note: potency is the fitted concentration of half-maximal effect
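Purified MLL-CXXC (added from a 7 uM solution) was preincubated 5 min at ambient with pinned compounds in 50 mM Tris-HCl pH 7.5, 50 mM NaCl, 1 mM DTT, 0.05% BSA. Fluorescein-labeled HOX-A9 DNA (50 nM solution) followed, 30 min, then polarization read.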
* hit, by the source's call; ? = inconclusive; · = no result given; [ ] = another dose, or the depositor's remark. Unless noted, calls come from the whole dose curve; as a rule, active = well fitted curve in the direction sought with a large enough effect; inconclusive = small, poorly fitted or top-dose-only effect, or another doubt; inactive = no such curve, though single readings can be large; an effect the other way counts as inactive or inconclusive.

Each structure is followed by: B2AR arrestin	p53 reactivator	PTAP TSG101 blk	Integrin act MD	AT treatment	BRCA1 expr act	TCR activator	ELG1 repair inh	TRPV1 ag	CXXC DNA block
- COc1ccccc1NS(=O)(=O)c1c(C)[nH]c(C)c1C(=O)N1CCCC1
    0.2%	9%	-2%	2%	-13%	0%	-11%	23%	1	8%
- Nn1c(SCC(=O)Nc2ccc3c(c2)OCCO3)nncc1=O
    -0.9%	?	0%	0%	1%	28%	-9%	-7%	-1	26%
- Oc1ccc(N=Nc2n[nH]c(-c3ccccc3)n2)cc1
    0.3%	?	-2%	-33%	-6%	?	2%	?	1	-4%
- CCOc1ccc(NC(=S)N=Nc2c(O)[nH]c3ccccc23)cc1
    0.1%	6%	-10%	-52%[inhibitor]	0%	8%	-2%	?	2	1%
- O=C(Cc1ccccc1)Nn1cnc2ccccc21
    0.1%	-7%	-11%	0%	2%	-9%	4%	2%	1	6%
- Cc1ccc(S(=O)(=O)NCCC(=O)NCC(=O)Nc2c(C)cccc2C)cc1C
    -0.3%	-6%	-1%	-24%	-2%	-16%	-3%	6%	-1	·
- COc1ccc(-c2[nH]c(-c3cccc(OC)c3)nc2SCC(=O)NCc2ccco2)cc1
    -0.4%	-3%	0%	-18%	-1%	-24%	0%	?	?	5%
- Cc1ccc(C)c(C2NC(=O)c3ccccc3N2)c1 (stereo not given)
    0.4%	0%	0%	-42%[inhibitor]	7%	-58%	-3%	-12%	8	?
- CN(C)c1ccc(NC(=O)CSc2nc3ccccc3c(=O)n2C2CCCCC2)cc1
    -0.1%	21%	-6%	4%	·	-39%	8%	-25%	4	-5%
- CCn1c(C)[n+](CCOCC[n+]2c(C)n(CC)c3cc(Cl)c(Cl)cc32)c2cc(Cl)c(Cl)cc21
    0.1%	-2%	-5%	-8%	1%	-12%	6%	14%	-2	-3%
- Cc1nc(C(=O)NNC(=O)Nc2ccccc2)cs1
    -0.8%	5%	-1%	1%	0%	-3%	8%	0%	4	-8%
- CC1(C)NC(=O)N(CC(=O)OCC(=O)Nc2cccc(S(N)(=O)=O)c2)C1=O
    -0.3%	-2%	-1%	4%	0%	26%	-6%	4%	1	2%
- COc1ccc([C@H]2[C@H](C(=O)OC(C)(C)C)N3N=Cc4ccccc4C3C23C(=O)c2ccccc2C3=O)c(OC)c1 (stereo not given in full)
    4.7%	7%	3%	-19%	11%	-53%	3%[46.1 µM]	-18%	?	-6%
- NC1=NC(=O)/C(=C/c2cc(Br)c(O)c(Br)c2)S1
    -1.0%	-1%	14%	2%	-2%	2%	-1%	?	-6	?
- O=C1c2ccccc2[C@@H]2C[C@@H](O)[C@H](Nc3ccccc3)CCN12
    -0.1%	0%	-3%	8%	9%	12%	0%[46.1 µM]	?	·	·
- COCCNC(=S)N/N=C/c1ccc(OCc2ccc(C(=O)OC)cc2)c(OC)c1
    0.2%	3%	-1%	19%	-7%	-11%	2%[46.1 µM]	13%	2	-2%
- COc1cccc(C(=O)C2CCCN(Cc3cccc(-n4nc(C)cc4C)c3)C2)c1 (stereo not given)
    ?	-6%	2%	-39%	3%	4%	12%	0%	8	1%
- CCC(C)C1C(C#N)=C(N)Oc2n[nH]c(C)c21 (stereo not given)
    0.1%	?	-5%	-10%	2%	-4%	0%[46.1 µM]	?	0	-2%
- O=C(Nc1ccc(-c2cn3ccsc3n2)cc1)C1CCCC1
    0.0%	?	-5%	2%	1%	?	-14%	?	-4	5%
- CCOc1ccc(C(=O)NCC(=O)N2CCN(c3ccc(C(F)(F)F)cn3)CC2)cc1
    -0.6%	?	-2%	-14%	-13%	-22%	0%	14%	0	·
- CCCNC(=O)CCc1c(C)nc2c(c(C)nn2-c2ccc(C)cc2)c1C
    0.3%	2%	1%	12%	-11%	-11%	1%	-24%	?	11%
- O=c1c2ccccc2oc2nc(-c3cccs3)n(CCc3ccccc3)c(=O)c12
    -0.4%	6%	·	·	-3%	·	3%[46.1 µM]	12%	3	2%
- Cc1cc2cccc(C)c2nc1SCC(=O)NNC(=O)c1ccco1
    0.1%	-2%	-7%	2%	5%	32%	9%	?	0	-5%
- COc1ccc(OC)c(NC(=O)C(CCSC)NS(=O)(=O)c2cccs2)c1 (stereo not given)
    -0.2%	1%	0%	-24%	0%	-14%	-1%	-28%	4	-1%
- COc1ccc(Cl)cc1NC(=O)C[n+]1ccccc1
    0.3%	·	0%	7%	5%	-13%	·	0%	-2	7%
- CCN1C(=O)C(O)(C2COC(C)(C)CC2=O)c2ccccc21 (stereo not given)
    -0.2%	2%	-4%	-33%[inhibitor]	-4%	2%	3%	-12%	0	9%
- O=C(NC1CCCCCC1)c1cc(S(=O)(=O)N2CCCCC2)ccc1N1CCOCC1
    -0.1%	1%	-2%	-8%	4%	-18%	-21%	-8%	?	6%
- O=C(N/N=C/c1cc(Cl)c(O)c(Cl)c1)c1cc2c(ccc3ccccc32)o1
    -0.1%	10%	-7%	38%	-7%	?	-2%	0%	-7	16%
- CCN(C(=O)c1ccc2c(SCC(=O)O)c3c(nc2c1)CCC3)c1cc(Cl)ccc1OC
    0.5%	-8%	-6%	-1%	0%	5%	1%	-2%	-3	0%
- COc1ccc(Cl)cc1NC(=O)Cn1c(=O)oc2ccccc21
    -0.4%	-4%	2%	-12%	-9%	-44%	3%	0%	10	2%

A portion taken from the entries so far:
Each structure is followed by: B2AR arrestin	p53 reactivator	PTAP TSG101 blk	Integrin act MD	AT treatment	BRCA1 expr act	TCR activator	ELG1 repair inh	TRPV1 ag	CXXC DNA block
- COc1ccccc1NS(=O)(=O)c1c(C)[nH]c(C)c1C(=O)N1CCCC1
    0.2%	9%	-2%	2%	-13%	0%	-11%	23%	1	8%
- Nn1c(SCC(=O)Nc2ccc3c(c2)OCCO3)nncc1=O
    -0.9%	?	0%	0%	1%	28%	-9%	-7%	-1	26%

Next section.
Each structure is followed by: B2AR arrestin	p53 reactivator	PTAP TSG101 blk	Integrin act MD	AT treatment	BRCA1 expr act	TCR activator	ELG1 repair inh	TRPV1 ag	CXXC DNA block
- Cc1cc(/C=C2\C(=N)N3N=C(CC(=O)N4CCOCC4)SC3=NC2=O)c(C)n1-c1ccccc1
    0.2%	3%	-11%	-9%	8%	3%	-4%	5%	-2	3%
- COc1ccc(NC(=O)CNC(=O)Cc2ccccc2)cc1
    -0.7%	4%	-7%	24%	0%	15%	1%	13%	-5	1%
- CCc1cccc(NC(=O)c2ccc(CNc3c(N4CCCC4)c(=O)c3=O)cc2)c1
    -0.7%	7%	-2%	-8%	0%	0%	7%	-1%	-3	7%
- COc1ccc2cc(C(=O)/C=C/c3cc(OC)c(O)c(OC)c3)ccc2c1
    3.2%	18%	0%	-26%	-4%	-59%	2%	-13%	3	27%
- CN(c1ccccc1)S(=O)(=O)c1cccc(NC(=O)CSc2nncn2C)c1
    -1.4%	-4%	1%	5%	-5%	5%	-1%[46.1 µM]	17%	1	8%
- CCOc1ccc(C(=O)NC(C(=O)NCCc2ccc(S(N)(=O)=O)cc2)C(C)C)cc1 (stereo not given)
    0.0%	1%	-3%	?	0%	-4%	2%	0%	7	-21%
- CO/N=C(/CS(=O)(=O)Cc1ccccc1Cl)c1ccc(Cl)cc1Cl
    0.0%	-1%	2%	0%	9%	-22%	2%	8%	·	2%
- Cc1cc(NCCO)c2cc(O)ccc2n1
    -0.5%	1%	-1%	17%	2%	-13%	·	0%	1	-1%
- CCC(=O)N1CCc2cc(S(=O)(=O)N3CCN(c4ccccc4Cl)CC3)ccc21
    0.1%	0%	-6%	-19%	-7%	-16%	0%	11%	2	17%
- CCc1noc(C)c1C(=O)N1CCN(S(=O)(=O)c2c(C)cc(C)cc2C)CC1
    0.0%	-1%	-2%	-20%	3%	0%	14%	0%	-1	·
- CS(=O)(=O)N1Cc2ccccc2CC1C(=O)Nc1ccccc1C(N)=O (stereo not given)
    4.5%	9%	-4%	15%	-5%	3%	5%	11%	-8	-29%
- O=C(NC1CCCCC1)NC1CC2CCC(C1)N2C(=O)NC1CCCCC1 (stereo not given)
    -1.4%	?	·	·	0%	·	·	?	-2	4%
- COc1ccc(Cl)cc1NC(=O)C(C)N1CCN(c2ccccn2)CC1 (stereo not given)
    0.4%	-5%	-2%	-8%	-9%	-17%	-6%	?	5	-1%
- COc1ccc(OC)c(S(=O)(=O)N2CCC(C(=O)NC3CCCCC3)CC2)c1
    -0.4%	-6%	0%	2%	4%	-3%	-2%	-8%	1	-21%
- Cc1c(NC(=O)c2cc(S(=O)(=O)N3CCCCC3)ccc2Cl)c(=O)n(-c2ccccc2)n1C
    -0.2%	-3%	-1%	-16%	-6%	2%	1%[46.1 µM]	-15%	·	·
- Nc1c(S(=O)(=O)c2ccccc2)c2nc3ccccc3nc2n1CCN1CCOCC1
    -0.1%	-11%	0%	-2%	19%	-25%	-3%	-1%	3	11%
- CC(=O)N1CCCc2cc(S(=O)(=O)NCc3ccc(C)cc3)ccc21
    -0.1%	7%	-5%	-19%	6%	-14%	0%	-3%	-1	1%

Screening results as filed in PubChem BioAssay.
